Source: PubChem
Akt phos inh = blocks phosphorylation of Akt; Neuro2A IGF-stimulated pAkt S473 HTRF, 20 min; hits give low values; activity change, % for hits at 50 µM; 360,000 compounds, 0.32% hits; AID 651550; in the data active means activity change below about -80%; inconclusive means mostly about -51% to -80%; further: on the % scale 0 is the no-effect control and ±100 the full control effect
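Neuro2A cells (4,500/well, DMEM with 0.5% FBS) were treated with compound at a single 50 µM final concentration, stimulated with 6 nM IGF for 20 min at 37 °C, and lysed. Phospho-Akt Ser473 was read by HTRF as 665/615 ratio ×10^4.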
aSyn rescue = rescues yeast growth from alpha-synuclein toxicity; Yeast expressing alpha-synuclein, growth rescue, BacTiter-Glo, 24 h; Potency, µM (top dose mostly 46.1 µM), for inactives: at the top dose growth rescue (activation), most hits filed as activators; AID 652106; 370,000 compounds, 0.14% hits; further: potency means the concentration at half of the fitted maximal effect; % of control where 0% means no effect; nearly all actives have a fitted effect of over 65% in size
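Galactose-induced alpha-syn yeast (OD600=0.02, raffinose-pregrown) + pinned cpd, 24 hr, 30 deg C; growth by BacTiter-Glo luminescence. Growth restoration scores as activation.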
Abeta yeast res = restores growth of yeast expressing A-beta42 peptide; yeast expressing A-beta42, growth rescue, OD600, 48 h; response scale: 0% DMSO, 100% iron-clioquinol control; 410,000 compounds, 0.063% hits; Potency, µM (top dose mostly 46.1 µM), without a hit: at the highest dose growth rescue, hits mostly activators; AID 1347071; further: potency means the concentration at half of the fitted maximal effect; nearly all actives have a fitted effect of over 55% in size
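Yeast A-beta toxicity model in growth medium with pinned compounds, 48 h at 30 C; growth read as absorbance at 600 nm. Normalized to FeCl3/clioquinol equimolar mix (positive) and DMSO (negative).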
HEK293 tox = cytotoxicity counter-screen for GLP-1 receptor inverse agonists; AID 624418; Potency, µM (highest dose often 38.3 µM), for the others: at the highest dose activity change, negative = inhibition, most hits filed as inhibitors; HEK293 cAMP-luciferase reporter cells, luminescence, 24 h; 410,000 compounds, 0.13% hits;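 further: loss of luciferase light is scored as toxicity; potency means the concentration at half of the fitted maximal effect; on the % scale 0 is the no-effect control and ±100 the full control effect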
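MLSMR compounds, 24 hr on cells at 37 deg C/5% CO2; luminescence after luciferase reagent (12 min RT). Inhibition counted as the undesired cytotoxic outcome.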
FUS suppressor = suppressors of FUS proteinopathy in yeast. S. cerevisiae FUS-expressing, growth rescue, OD600, 24 h. Potency, µM (top dose mostly 76.6 µM), without a hit: at the highest dose growth rescue (activation), actives largely listed as activators. 390,000 compounds, 0.24% hits. AID 1347120;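 further: potency means the concentration at half of the fitted maximal effect; plate controls were DMSO vehicle for no effect and reference control for full effect; nearly all actives have a fitted effect of over 55% in size; some results filed as inactive show a strong effect at the top dose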
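Quantitative HTS measuring growth restoration of FUS-toxic yeast. Galactose-induced cells (OD 0.005) were exposed 24hr at 30C to compounds at several concentrations, then absorbance at 600 nm was recorded.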
MmCpn inh = blocks the Methanococcus maripaludis chaperonin Mm-Cpn; purified Mm-Cpn ATPase, ADP Transcreener TR-FRET; Potency, µM (highest dose often 76.9 µM), without a hit: at the top dose activity, negative = inhibition, hits mostly inhibitors; 330,000 compounds, 0.031% hits; further: potency means the concentration at half of the fitted maximal effect; on the % scale 0 is the no-effect control and ±100 the full control effect; nearly all actives have a fitted effect of over 80% in size
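TR-FRET (320 nm excitation; 590 and 665 nm emission) reports ADP made from 10 uM ATP by 25 nM enzyme; compounds were preincubated 10 min, reaction run 30 min, both at 37°C.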
GLP-1R inv ag = acts as inverse agonist at human GLP-1 receptor; P43220; HEK293 GLP-1R CRE-luciferase, luminescence, 24 h; GLP-1R form is constitutively active; Potency, µM (titrated, usually from 38.3 µM), inactives show at the highest dose activity change, negative = inhibition, usual class: inhibitors; 410,000 compounds, 1.6% hits; further: potency means the concentration at half of the fitted maximal effect; on the % scale 0 is the no-effect control and ±100 the full control effect; nearly all actives have a fitted effect of over 55% in size
Target sequence (P43220 whole entry, looked up): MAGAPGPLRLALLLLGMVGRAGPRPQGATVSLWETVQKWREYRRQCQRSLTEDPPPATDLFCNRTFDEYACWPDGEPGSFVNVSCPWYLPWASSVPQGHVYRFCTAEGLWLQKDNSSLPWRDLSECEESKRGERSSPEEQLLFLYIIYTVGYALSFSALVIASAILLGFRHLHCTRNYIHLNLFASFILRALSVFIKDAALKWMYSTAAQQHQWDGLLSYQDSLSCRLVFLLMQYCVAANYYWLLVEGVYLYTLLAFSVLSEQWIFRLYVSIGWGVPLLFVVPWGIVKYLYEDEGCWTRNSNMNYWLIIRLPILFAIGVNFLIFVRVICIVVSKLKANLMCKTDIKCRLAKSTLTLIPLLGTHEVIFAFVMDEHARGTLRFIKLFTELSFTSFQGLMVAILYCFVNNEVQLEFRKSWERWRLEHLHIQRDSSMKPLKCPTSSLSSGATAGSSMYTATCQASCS
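Readout was luciferase luminescence, measured 12 min after detection reagent at room temperature. Beforehand, GLP-1R reporter HEK293 cells had sat 12 h, then received compounds for 24 hr at 37 deg C.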
TDP43 rescue = inhibitors of TDP-43 toxicity in yeast; TDP-43 expressing yeast growth rescue, BacTiter-Glo, 24 h; Potency, µM (titrated, usually from 46.1 µM), for inactives: at the top dose growth rescue (activation), most hits filed as activators; 410,000 compounds, 1.8% hits; AID 652104; further: potency means the concentration at half of the fitted maximal effect; % of control where 0% means no effect; nearly all actives have a fitted effect of over 50% in size
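Yeast expressing TDP-43 (pregrown in raffinose, seeded at OD600=0.02 in galactose medium) exposed to compounds 24 hr at 30 deg C. Growth read by BacTiter-Glo luminescence; rescue of toxicity appears as increased signal.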
PTHR1 agonist = PTHR1 (human) receptor agonism; Q03431; HEK293 GP2 PTHR1 cells, GloSensor cAMP luminescence, 1 h; Potency, µM (doses to about 115 µM), for inactives: at the top dose activation, hits mostly activators; 410,000 compounds, 0.075% hits; further: potency means the concentration at half of the fitted maximal effect; nearly all actives have a fitted effect of over 55% in size; some results filed as inactive show a strong effect at the top dose; inactives centre near -15; many of its hits are not listed in these tables
Target sequence (Q03431 whole entry, looked up): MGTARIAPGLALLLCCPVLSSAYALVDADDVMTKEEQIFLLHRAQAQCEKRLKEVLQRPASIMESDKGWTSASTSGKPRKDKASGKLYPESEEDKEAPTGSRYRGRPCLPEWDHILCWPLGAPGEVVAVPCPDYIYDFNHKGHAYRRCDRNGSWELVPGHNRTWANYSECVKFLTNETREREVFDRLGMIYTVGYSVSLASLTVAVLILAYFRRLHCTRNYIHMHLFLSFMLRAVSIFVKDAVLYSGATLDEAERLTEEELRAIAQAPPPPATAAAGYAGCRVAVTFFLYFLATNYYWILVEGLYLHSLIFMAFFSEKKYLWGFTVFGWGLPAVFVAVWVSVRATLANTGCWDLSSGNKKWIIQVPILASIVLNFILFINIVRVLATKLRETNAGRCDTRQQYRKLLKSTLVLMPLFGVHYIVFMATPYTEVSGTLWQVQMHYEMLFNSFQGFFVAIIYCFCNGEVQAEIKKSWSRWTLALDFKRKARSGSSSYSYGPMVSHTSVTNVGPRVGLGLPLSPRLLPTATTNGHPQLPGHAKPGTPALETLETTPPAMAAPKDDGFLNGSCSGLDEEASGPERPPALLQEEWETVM
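HEK-293-derived GP2 cells expressing PTHR1 and a GloSensor cAMP reporter, 3,000/well, plated overnight, given luciferin plus IBMX (each 0.5 mM as added) for 1 h at 37 °C, then compound for 1 h at 37 °C. Luminescence was read after 15 min at room temperature.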
Active calls of the source: *; i = inactive; ? = inconclusive; . = not tested or not shown; [ ] = dose if it differs, or a comment. Unless noted, the call rests on the fitted dose curve; in most records, active means well fitted curve in the direction sought with a large enough effect; inconclusive means small, poorly fitted or top-dose-only effect, or another doubt; inactive means no such curve, though single readings can be large; an effect the other way counts as inactive or inconclusive.

SMILES	Akt phos inh	aSyn rescue	Abeta yeast res	HEK293 tox	FUS suppressor	MmCpn inh	GLP-1R inv ag	TDP43 rescue	PTHR1 agonist
O=Cc1ccc(Oc2ccc(F)cc2)nc1	i	9%	-11%	-9%	-15%	1%	-7%	-9%[0.397 µM]	-6%
CCn1nc(C(=O)Nc2cccc(C(F)(F)F)c2)c(Cl)c1Cl	i	-5%	1%	-7%	22%	-1%	-11%	13%	-3%
Nc1cc(S(=O)(=O)N2CCOCC2)ccc1Oc1cccc(Br)c1	i	14%	5%	0%	26%	0%	?	5%	-37%
COCCN(CC(=O)Nc1cccc(C)c1C)C(=O)C1CCN(S(=O)(=O)c2ccccc2)CC1	i	1%	1%	-9%	.	.	0%	4%	i
O=C(NCCO)/C(=C\c1cccc([N+](=O)[O-])c1)NC(=O)c1cccs1	i	2%	5%	1%	-29%	.	10%	18%	-9%
Cc1[nH]c2ccc(C(=O)OC(C)C(=O)N(C)C3CCCCC3)cc2c1C (stereo unspecified)	i	11%	7%	-26%	?	1%	?	7%	i
CCCN(CCC)S(=O)(=O)c1cc2c3c(c1)CCN3C(=O)CC2	i	5%	-5%	-5%	15%	0%	0%	2%	i
OCCCCCN=c1cc(-c2ccccc2)oc2ccc(Cl)cc12	i	1%	3%	?	.	0%	-2%	11%	-27%
CCOC(=O)CSc1nnc(CNc2cccc(Cl)c2)n1-c1ccccc1	i	3%	24%	9%	33%	-1%	?	-2%	i
CCOC(=O)C1=CCN(S(=O)(=O)c2ccccc2Cl)C1c1ccc(C)cc1 (stereo unspecified)	i	2%	7%	6%	29%	.	-19%	30%	-16%
O=C(c1ccc2c(c1)OCCO2)N1CCN(Cc2ccccc2)CC1	i	0%	0%	-18%	1%	-1%	-20%	10%	-7%
Cc1c(/C=C/C(=O)c2ccccc2O)cnn1C	i	0%	-16%	-1%	-4%	-7%	17%	?	-18%
O=c1cc(CCl)nc2scc(-c3ccccc3)n12	i	2%	0%	0%	-2%	-6%	5%	7%	i
COc1ccc(CC(=O)NNc2ncnc3c2cnn3Cc2ccccc2)cc1OC	i	-12%	4%	19%	-13%	-1%	11%	-26%	i
CC(=O)c1cccc(-c2ccnc3c2CC(C(=O)NCc2ccncc2)O3)c1 (stereo unspecified)	i	0%	-11%	-7%	-13%	.	?	?	i
COc1cccc(/C=N/Nc2nc(C)cc(=O)[nH]2)c1OC	i	-6%	-17%	?	23%	?	4%	-15%	i
COc1ccc(CNC(=O)CCc2nc3cccnc3n2Cc2ccccc2)cc1	.	.	-5%	-9%	?	.	-1%	-18%	10%
CCC(C)c1ccc(NC(=S)NCc2ccccn2)cc1 (stereo unspecified)	i	-43%[inhibitor]	-15%	?	32%	-2%	?	?	-11%
Cc1c(CCC(=O)O)c(=O)oc2cc3oc4c(c3cc12)CCCC4	i	?	-3%	12%	5%	0%	20%	-1%	-7%
NC1=NC[C@H](c2ccccc2)N1CC1CCCCC1	i	-3%	0%	-2%	-13%	.	4%	9%	-13%
O=C(NCCc1ccccc1)c1ccc(-c2ccc(F)c(F)c2)c2ccoc12	i	-8%	-23%	1%	-12%	.	-3%	3%	?
CC1=C(C(=O)Nc2ccccc2C(=O)N2CCC(C)CC2)SCCO1	i	2%	-9%	1%	13%	-3%	19%	-5%	-23%
CCC(C(=O)NCCCN1CC(C)CC(C)C1)n1ncn2c(cc3occc32)c1=O (stereo unspecified)	i	-5%	-9%	-1%	14%	-1%	18%	-2%	i
Cc1ccc(S(=O)(=O)NNC(=O)C2CCN(S(=O)(=O)c3ccc(C)cc3)CC2)cc1	i	-1%	6%	-1%	1%	0%	-13%	1%	-8%[57.5 µM]
CC(C)C(c1nnnn1CC1CCCO1)N1CCN(Cc2ccc3c(c2)OCO3)CC1 (stereo unspecified)	i	0%	12%	-2%	-1%	0%	7%	11%	i
CCCCN(C(=O)CSc1nncn1-c1ccccc1)c1c(N)n(Cc2ccccc2)c(=O)[nH]c1=O	i	0%	-20%	-36%	42%	1%	-5%	-2%	-4%
CCOc1cc(/C=C2\SC(=S)N(NS(=O)(=O)c3ccccc3)C2=O)ccc1O	i	-7%	-14%	?	-3%	-13%	-21%	0%	-17%
O=C(NCc1ccccn1)Nc1ccc(Cl)c(Cl)c1	i	-3%	6%	-13%	14%	3%	?	1%	i
COCCNC(=O)C(=O)c1cc(C)n(-c2ccc([N+](=O)[O-])cc2)c1C	i	-8%	-7%	-20%	32%	-4%	-1%	-7%	i
O=C(NC1CCCCC1)c1ccc2c(c1)OCO2	i	-2%	-3%	-6%	18%	5%	11%	8%	i

Some entries already given, showing only GLP-1R inv ag:
compound	GLP-1R inv ag
CC(=O)c1cccc(-c2ccnc3c2CC(C(=O)NCc2ccncc2)O3)c1 (stereo unspecified)	?
COc1ccc(CNC(=O)CCc2nc3cccnc3n2Cc2ccccc2)cc1	-1%
O=C(NC1CCCCC1)c1ccc2c(c1)OCO2	11%

New compounds follow.
SMILES	Akt phos inh	aSyn rescue	Abeta yeast res	HEK293 tox	FUS suppressor	MmCpn inh	GLP-1R inv ag	TDP43 rescue	PTHR1 agonist
CNC(=S)Nc1cccc(S(=O)(=O)NCc2ccco2)c1	i	1%	2%	3%	.	-1%	5%	20%	-9%
O=C(NCc1ccccc1)c1cc(C2COCCN2C(=O)c2ccc3c(c2)CCO3)on1 (stereo unspecified)	i	0%	-9%	-4%	26%	.	22%	21%	i
CC(=O)c1ccc(NS(=O)(=O)c2ccc(CC(C)C)cc2)cc1	i	1%	-16%	5%	31%	-2%	-3%	15%	-10%
CCN1CCN(c2nc(S(=O)(=O)c3ccc(C)cc3)c(Cl)s2)CC1	i	-3%	1%	12%	2%	-1%	?	-7%	i
CCCCC1CCc2[nH]nc(C(=O)O)c2C1 (stereo unspecified)	i	0%	-11%	-10%	-8%	1%	-2%	-4%	25%
O=C(Nc1cc(Cl)ccc1-n1cncn1)c1ccc(Br)o1	i	-2%	?	12%	5%	-2%	17%	0%	-1%
COc1ccc(N(Cc2cccs2)C(=O)COc2ccc([N+](=O)[O-])cc2)cc1	.	.	0%	3%	24%	.	?	17%	-26%
O=C(NNC(=O)c1ccccc1[N+](=O)[O-])c1ccccn1	i	-1%	-7%	-2%	-9%	4%	5%	3%	i
CC(=O)N1c2ccc(S(=O)(=O)N3CCC(C(=O)Nc4cccc(C)c4)CC3)cc2CC1C (stereo unspecified)	i	-6%	4%	-15%	9%	1%	-12%	-16%	-18%
Cc1cc(C)c(NC(=O)CNC(=O)COC(=O)CNC(=O)c2ccc(Cl)cc2Cl)c(C)c1	i	-1%	-13%	9%	15%	-1%	7%	-10%	i
COc1ccc(NC(=O)N(C)C[C@H]2Oc3ccc(NS(=O)(=O)c4ccccc4)cc3C(=O)N([C@H](C)CO)C[C@@H]2C)cc1	i	-5%	-10%	3%	23%	.	17%	4%	-6%
Cn1c(=O)c2c(SCC(=O)NC3CCCC3)nc(CC(C)(C)C)nc2n(C)c1=O	i	0%	-12%	6%	13%	-2%	9%	21%	-7%
O=C(Cn1cc(SCc2ccc(C(F)(F)F)cc2)c2ccccc21)N1CCCCC1	.	.	9%	1%	42%	.	-5%	?	-15%
CC(C)CC1=NN2C(=N)/C(=C\c3coc4ccccc4c3=O)C(=O)N=C2S1	i	14%	4%	2%	-5%	4%	7%	-6%	-73%[inhibitor]
COc1ccc(-c2cc(C(F)(F)F)nc(N3CCCCCC3)n2)cc1	i	-2%	4%	11%	6%	-1%	-9%	13%	-30%
O=C(N/N=C/c1ccc(OC(=O)c2ccco2)cc1)c1ccncc1	i	-1%	1%	-6%	19%	0%	-15%	-10%	i
COc1ccccc1N1CCN(C(=O)CN(c2cc(C)cc(C)c2)S(C)(=O)=O)CC1	i	15%	13%	-10%	19%	1%	-24%	2%	i
CC(C)OP(=O)(OC(C)C)C(Nc1ccccc1)c1cccc([N+](=O)[O-])c1 (stereo unspecified)	i	1%	8%	-9%	8%	-2%	?	-10%	i
Cc1onc(-c2ccccc2)c1C(=O)/C=C/N(C)C	i	3%	?	143%[activator]	8%	1%	-14%	18%	-8%
CN1C(=O)C(C)(C)c2cc(S(=O)(=O)NCC(=O)NCc3ccccc3)ccc21	i	-1%	4%	-13%	-20%	2%	3%	2%	-2%
CCCCc1ccc(Nc2nc(N3CCOCC3)nc(N3CCOCC3)n2)cc1	i	3%	10%	-4%	15%	-4%	?	4%	i
O=C(O)c1cc(-c2ccc(Cl)cc2)n(-c2cccc(Cl)c2)n1	i	21%	-3%	1%	6%	2%	9%	?	-5%
CCCCOc1ccc(CSC(=N)N)cc1Cl	i	-5%	-37%[inhibitor]	?	0%	1%	?	-12%	-4%
CCOC(=O)C1(Cc2ccccc2C)CCCN(S(C)(=O)=O)C1 (stereo unspecified)	i	-3%	26%	4%	-7%	0%	8%	6%	11%

By substructure: the compounds so far containing bromine.
SMILES	Akt phos inh	aSyn rescue	Abeta yeast res	HEK293 tox	FUS suppressor	MmCpn inh	GLP-1R inv ag	TDP43 rescue	PTHR1 agonist
Nc1cc(S(=O)(=O)N2CCOCC2)ccc1Oc1cccc(Br)c1	i	14%	5%	0%	26%	0%	?	5%	-37%
O=C(Nc1cc(Cl)ccc1-n1cncn1)c1ccc(Br)o1	i	-2%	?	12%	5%	-2%	17%	0%	-1%

A portion of the library; the hit share may differ from the screen's.
